From PubChem
NPC1 promoter act – NPC1 promoter activation. Huh7 NPC1 promoter luciferase reporter, 24 h. Potency, µM (titrated, usually from 9.22 µM), for inactives: top-dose activation, usual class: activators. 320,000 compounds, 2.4% hits;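 further: % of control where 0% means no effect; nearly all actives have a fitted effect of over 60% in size; reporter is driven by a mutant NPC1 promoter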
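Luminescence from an NPC1 promoter-driven luciferase reporter in stably transfected Huh7 cells was measured after 24 h compound treatment at 37 °C, followed by 10 min ambient incubation with luciferase detection reagent.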
ELG1 genotox – induces genotoxicity in HEK293T cells with luciferase-tagged ELG1; HEK293T ELG1-luciferase reporter, luminescence, 16 h; Potency, µM (doses to about 46 µM), inactives show at the highest dose activity change, positive = activation, actives largely listed as activators; 330,000 compounds, 1.3% hits; AID 504466; further: % of control where 0% means no effect; nearly all actives have a fitted effect of over 60% in size
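Quantitative HTS format in 1536-well plates. HEK293T ELG1-luciferase reporter cells receive test compound and are incubated 16 hr at 37 °C, 5% CO2; ONE-Glo added, 30 min room temperature, then luminescence read.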
MBNL1 CUG block – MBNL1-poly(CUG) RNA binding inhibition; Potency, µM (titrated, usually from 57.5 µM), for inactives: at the highest dose activity change, negative = inhibition, hits mostly inhibitors; Q9NR56; 280,000 compounds, 0.036% hits; TR-FRET MBNL1-His/biotin-(CUG)12 binding, 665/545 ratio; AID 2675; active means well fitted inhibition curve with a large enough effect in the signal ratio, with a control signal flat, not every such curve was filed as active; inconclusive means small, poorly fitted or top-dose-only effect, or effect the other way, or a change in a side signal; inactive means no such curve, though single readings can be large or run the other way; the % refers to the signal ratio; further: on the % scale 0 is the no-effect control and ±100 the full control effect
Target sequence (Q9NR56 whole entry, looked up): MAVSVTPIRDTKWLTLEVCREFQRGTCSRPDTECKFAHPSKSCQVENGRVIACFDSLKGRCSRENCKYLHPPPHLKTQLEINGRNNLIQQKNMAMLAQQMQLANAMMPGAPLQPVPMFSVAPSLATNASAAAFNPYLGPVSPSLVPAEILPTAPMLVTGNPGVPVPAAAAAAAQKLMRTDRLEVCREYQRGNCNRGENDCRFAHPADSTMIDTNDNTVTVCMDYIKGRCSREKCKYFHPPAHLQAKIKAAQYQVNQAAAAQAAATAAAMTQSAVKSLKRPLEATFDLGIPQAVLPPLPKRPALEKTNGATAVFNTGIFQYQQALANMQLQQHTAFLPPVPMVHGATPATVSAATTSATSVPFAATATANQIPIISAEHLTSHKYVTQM
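Compound titration spanned 92 nM–58 uM against the MBNL1-His/biotin-(CUG)12 complex. After 60 min at room temperature with 5 nM streptavidin-XL665 and 0.055 ng/ul terbium anti-His, ratiometric 665/545 nm emission (Ex 340 nm) normalized to controls.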
VP16 counter – inhibits Gal4-VP16 luciferase reporter, ROR gamma counter-screen; 310,000 compounds, 3.5% hits; Drosophila S2 Gal4-VP16 UAS-luciferase, luminescence, 20 h; AID 2546; Potency, µM (highest dose often 53.6 µM), inactives show top-dose activity, negative = inhibition, actives largely listed as inhibitors;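 further: Gal4-VP16 expression switched on by copper sulfate through the metallothionein promoter; on the % scale 0 is the no-effect control and ±100 the full control effect; nearly all actives have a fitted effect of over 50% in size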
p53 reactivation – re-activators of mutant p53; H1299 p53-A138V BP100-luciferase reporter, luminescence, 24 h; Potency, µM (highest dose often 92.2 µM), without a hit: at the top dose activity change, positive = activation, usual class: activators; 320,000 compounds, 0.063% hits; AID 504706; further: % of control where 0% means no effect; nearly all actives have a fitted effect of over 45% in size
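H1299 (p53-null), stable ts p53-A138V + BP100-Luc; 1000 cells/well, Opti-MEM/10% FBS; cpd 4 pt, 1:5; 24 h, 37 deg C, 5% CO2; detection reagent 10 min RT; luminescence.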
RORgamma inh – blocks mouse ROR gamma transcriptional activity. Drosophila S2 Gal4-RORgamma UAS-luciferase reporter, 20 h. AID 2551. Potency, µM (series often up to 53.6 µM), inactives show at the top dose activity change, negative = inhibition, actives largely listed as inhibitors. 310,000 compounds, 5.4% hits. P51450; further: on the % scale 0 is the no-effect control and ±100 the full control effect; nearly all actives have a fitted effect of over 60% in size
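Drosophila Schneider cells stably carrying a metallothionein-driven Gal4 DBD–ROR gamma fusion and a UAS-Photinus luciferase reporter were exposed to compound for 1 hr, then induced with copper sulfate (700 uM final) for 20 hr at ambient temperature before luminescence reading.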
FLuc counter – firefly luciferase modulation, counter-screen for miR-21 project; P08659; purified FLuc, Km substrates, luminescence inhibition; Potency, µM (series often up to 57.5 µM), for inactives: at the top dose activity change, negative = inhibition, actives largely listed as inhibitors; 360,000 compounds, 6.9% hits;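 further: plate controls were vehicle for no effect and reference inhibitor for full effect; nearly all actives have a fitted effect of over 55% in size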
Target sequence (P08659 whole entry, looked up): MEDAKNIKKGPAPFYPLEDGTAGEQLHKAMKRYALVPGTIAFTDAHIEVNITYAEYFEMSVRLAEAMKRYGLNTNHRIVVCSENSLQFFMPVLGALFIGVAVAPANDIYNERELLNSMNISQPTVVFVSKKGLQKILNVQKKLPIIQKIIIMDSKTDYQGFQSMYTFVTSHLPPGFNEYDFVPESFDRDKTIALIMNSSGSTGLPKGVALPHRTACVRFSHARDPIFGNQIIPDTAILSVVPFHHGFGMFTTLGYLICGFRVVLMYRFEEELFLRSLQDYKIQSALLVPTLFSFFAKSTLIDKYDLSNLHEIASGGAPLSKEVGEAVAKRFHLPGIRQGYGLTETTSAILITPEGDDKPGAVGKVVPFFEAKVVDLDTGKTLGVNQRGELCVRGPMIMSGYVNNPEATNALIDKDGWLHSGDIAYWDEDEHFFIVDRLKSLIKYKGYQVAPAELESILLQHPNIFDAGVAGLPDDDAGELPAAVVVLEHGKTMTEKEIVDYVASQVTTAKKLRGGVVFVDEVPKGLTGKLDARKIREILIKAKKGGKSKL
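Purified P. pyralis luciferase, 10 nM final, with Km-level 10 uM D-luciferin and 10 uM ATP in 50 mM Tris acetate pH 7.5, 10 mM Mg acetate, 0.01% Tween-20, 0.05% BSA; 6-point qHTS titration about 60 µM downward; luminescence read.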
uPA surface inh – cell surface uPA generation inhibition. 330,000 compounds, 0.31% hits. cell surface uPA generation assay, qHTS. Potency, µM (titrated, usually from 38.3 µM), without a hit: at the highest dose activity change, negative = inhibition, hits mostly inhibitors; active means well fitted inhibition curve with a large enough effect; inconclusive means small, poorly fitted or top-dose-only effect; inactive means no such curve, though single readings can be large or run the other way; tested in mouse RAW 264.7 cells; further: on the % scale 0 is the no-effect control and ±100 the full control effect; nearly all actives have a fitted effect of over 55% in size
Rab9 prom act – activators of Rab9 promoter; Huh7 Rab9 promoter-luciferase reporter, luminescence, 24 h; Potency, µM (titrated, usually from 9.22 µM), inactives show top-dose activation, negative = inhibition, usual class: activators; 320,000 compounds, 2.8% hits; further: % of control where 0% means no effect; nearly all actives have a fitted effect of over 60% in size
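Luciferase signal after 10 min detection reagent at ambient indicates Rab9 promoter upregulation; stably transfected Huh7 cells were treated 24 h with compound in DMSO at 37 °C, 5% CO2.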
MLL CXXC-DNA inh – inhibitors of human MLL CXXC domain-DNA interaction. 290,000 compounds, 0.037% hits. Q03164. Potency, µM (series often up to 115 µM), inactives show top-dose activity change, negative = inhibition, hits mostly inhibitors. AID 2662. MLL-CXXC / FITC-HOXA9 DNA fluorescence polarization; active means well fitted inhibition curve with a large enough effect in the polarisation, with a control signal flat, not every such curve was filed as active; inconclusive means small, poorly fitted or top-dose-only effect, or effect the other way, or a change in a side signal; inactive means no such curve, though single readings can be large or run the other way; the % refers to the polarisation
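Purified MLL-CXXC (added from a 7 uM solution) was preincubated 5 min at ambient with pinned compounds in 50 mM Tris-HCl pH 7.5, 50 mM NaCl, 1 mM DTT, 0.05% BSA. Fluorescein-labeled HOX-A9 DNA (50 nM solution) followed, 30 min, then polarization read.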
BRCA1 expr act – increases BRCA1 expression; MCF7-BRCA1-FFLuc reporter, luminescence, 48 h; response scale: scaled: vehicle 0%, 10 µM genistein 100%; Potency, µM (series often up to 46.1 µM), for the others: top-dose activation, hits mostly activators; 380,000 compounds, 1.1% hits; further: nearly all actives have a fitted effect of over 80% in size; some results filed as inactive show a strong effect at the top dose
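Cells: MCF7-BRCA1-FFLuc, 2000/well. Exposure: 48 h, 37 °C, 5% CO2. Read: luminescence, 15 min post-substrate. Controls: genistein 10 microM (maximal activation), DMSO (neutral).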
The depositor's hits bear a star; ? = inconclusive; · = not tested or not shown; [ ] = another dose, or the depositor's remark. Unless noted, the call rests on the fitted dose curve; in most records, active means well fitted curve in the direction sought with a large enough effect; inconclusive means small, poorly fitted or top-dose-only effect, or another doubt; inactive means no such curve, though single readings can be large; an effect the other way counts as inactive or inconclusive. Potency means the concentration at half of the fitted maximal effect. Some of the compounds tested, so the mix of outcomes need not match the whole.

SMILES	NPC1 promoter act	ELG1 genotox	MBNL1 CUG block	VP16 counter	p53 reactivation	RORgamma inh	FLuc counter	uPA surface inh	Rab9 prom act	MLL CXXC-DNA inh	BRCA1 expr act
COc1ccccc1N1C(=NC(=O)CCc2ccccc2)SC2CS(=O)(=O)CC21 (configuration not stated)	0%	1%	1%	-12%	-2%	8%	0%	3%	6%	3%	2%
C=CCOc1c2ccc(C(=O)NCCc3ccc(C)cc3)cc2nn1C	0%	4%	-1%	0%	-8%	12%	-1%	5%	3%	0%	-9%
O=C(COC(=O)c1ccc(F)cc1F)NCCNC(=O)COC(=O)c1ccc(F)cc1F	1%	5%	1%	-2%	11%	-29%	6%	2%	1%	7%	-1%
COc1ccccc1Oc1ccc(NC(=O)c2ccc(Cl)cc2)cc1	-10%	3%	-3%	-14%	12%	2%	4%	-7%	-5%	-22%	-2%
C=CCN(c1cccc(C(F)(F)F)c1)S(=O)(=O)c1cccc(C(=O)OCC(=O)Nc2ccccc2)c1	0%	-1%	-21%	-10%	-3%	25%	-2%	-12%	-2%	16%	1%
CCc1cccc(C)c1NC(=O)Nc1c(Br)cnn1C	-4%	-1%	2%	-2%	0%	-8%	0%	12%	-8%	17%	0%
Cc1ccc2[nH]c(CN3CCC(CO)(CC4CCCCO4)CC3)c(C)c2c1 (configuration not stated)	-5%	-2%	-12%	-11%	-3%	0%	1%	5%	-4%	-13%	0%
COC(=O)c1ccccc1Oc1c(F)c(F)nc(N2CCOCC2)c1F	-6%	2%	2%	3%	0%	0%	0%	-2%	-3%	-3%	9%
CCN1CCN(CCCOc2ccc(-c3ccccc3)cc2)CC1	29%	?	-4%	-19%	?	14%	?	-16%	?	15%	27%
COc1cc(NC2c3ccccc3C(=O)N2Cc2ccc3c(c2)OCO3)cc(OC)c1OC (configuration not stated)	-1%	6%	-1%	6%	-7%	17%	-1%	2%	0%	-6%	-9%
COc1cc(NC(=O)Cc2ccccc2OC)cc(OC)c1	2%	7%	2%	-3%	14%	-28%	4%	5%	-6%	-7%	-31%
O=c1[nH]c2ccc(Br)cc2c(-c2ccccc2)c1CN1CCOCC1	0%	-1%	14%	-8%	-3%	-32%	-1%	2%	6%	1%	-3%
COc1ccc(Cn2nnnc2C(c2cc3cccc(C)c3[nH]c2=O)N2CCOCC2)cc1 (configuration not stated)	-4%	-3%	11%	1%	1%	9%	11%	·	-8%	-20%	2%
O=S(=O)(NCc1csc(-c2cccnc2)n1)c1cccs1	2%	-10%	11%	-8%	10%	37%	-2%	13%	2%	4%	24%
CC(NC(=O)c1ccc(NC(=O)CC2SC(N3CCCC3)=NC2=O)cc1)c1ccccc1 (configuration not stated)	-1%	4%	·	·	-5%	·	-1%	-4%	-5%	·	-16%

Two entries from above, field by field:
O=c1[nH]c2ccc(Br)cc2c(-c2ccccc2)c1CN1CCOCC1
  NPC1 promoter act = 0%	ELG1 genotox = -1%	MBNL1 CUG block = 14%	VP16 counter = -8%	p53 reactivation = -3%	RORgamma inh = -32%	FLuc counter = -1%	uPA surface inh = 2%	Rab9 prom act = 6%	MLL CXXC-DNA inh = 1%	BRCA1 expr act = -3%

COc1ccc(Cn2nnnc2C(c2cc3cccc(C)c3[nH]c2=O)N2CCOCC2)cc1 (configuration not stated)
  NPC1 promoter act = -4%	ELG1 genotox = -3%	MBNL1 CUG block = 11%	VP16 counter = 1%	p53 reactivation = 1%	RORgamma inh = 9%	FLuc counter = 11%	uPA surface inh = ·	Rab9 prom act = -8%	MLL CXXC-DNA inh = -20%	BRCA1 expr act = 2%

A second format for part of the listing above:
SMILES | NPC1 promoter act | ELG1 genotox | MBNL1 CUG block | VP16 counter | p53 reactivation | RORgamma inh | FLuc counter | uPA surface inh | Rab9 prom act | MLL CXXC-DNA inh | BRCA1 expr act
COC(=O)c1ccccc1Oc1c(F)c(F)nc(N2CCOCC2)c1F | -6% | 2% | 2% | 3% | 0% | 0% | 0% | -2% | -3% | -3% | 9%
CCN1CCN(CCCOc2ccc(-c3ccccc3)cc2)CC1 | 29% | ? | -4% | -19% | ? | 14% | ? | -16% | ? | 15% | 27%
COc1cc(NC2c3ccccc3C(=O)N2Cc2ccc3c(c2)OCO3)cc(OC)c1OC (configuration not stated) | -1% | 6% | -1% | 6% | -7% | 17% | -1% | 2% | 0% | -6% | -9%
COc1cc(NC(=O)Cc2ccccc2OC)cc(OC)c1 | 2% | 7% | 2% | -3% | 14% | -28% | 4% | 5% | -6% | -7% | -31%
O=c1[nH]c2ccc(Br)cc2c(-c2ccccc2)c1CN1CCOCC1 | 0% | -1% | 14% | -8% | -3% | -32% | -1% | 2% | 6% | 1% | -3%
COc1ccc(Cn2nnnc2C(c2cc3cccc(C)c3[nH]c2=O)N2CCOCC2)cc1 (configuration not stated) | -4% | -3% | 11% | 1% | 1% | 9% | 11% | · | -8% | -20% | 2%
O=S(=O)(NCc1csc(-c2cccnc2)n1)c1cccs1 | 2% | -10% | 11% | -8% | 10% | 37% | -2% | 13% | 2% | 4% | 24%

(continued)
SMILES	NPC1 promoter act	ELG1 genotox	MBNL1 CUG block	VP16 counter	p53 reactivation	RORgamma inh	FLuc counter	uPA surface inh	Rab9 prom act	MLL CXXC-DNA inh	BRCA1 expr act
OC(CNCc1ccccc1F)COc1cccc2ccccc12 (configuration not stated)	-1%	·	0%	-3%	·	-8%	-1%	2%	-3%	-1%	-21%
CCCn1c(N)c(N(CCOC)C(=O)CSc2ccccc2)c(=O)[nH]c1=O	-1%	6%	·	·	0%	·	-3%	6%	-6%	·	27%
O=C(NC1CCCCCC1)C1CCCN(c2ncccn2)C1 (configuration not stated)	25%	17%	6%	-13%	28%	23%	-18%	0%	27%	-3%	66%
CCC(=O)Oc1ccc(-c2nc(-c3cccnc3)no2)cc1	4µM*	?	-9%	-29%	?	-39%	3.4µM*	·	4.5µM*	70%[activator]	66%
COc1ccc(OCc2cc(C(=O)N3CCCC(CO)C3)no2)c2ccccc12 (configuration not stated)	4µM*	?	13%	17%	?	0%	8.5µM*	-8%	4µM*	-1%	5%
Nn1c(CN2CCCCC2)nc2ccccc2c1=O	1%	1%	2%	-3%	7%	-21%	2%	4%	1%	-5%	-1%
O=C(O)c1cccc(NC(=S)NC(NC(=O)c2ccccc2[N+](=O)[O-])C(Cl)(Cl)Cl)c1 (configuration not stated)	2%	7%	12%	-5%	1%	10%	?	-1%	0%	-9%	13%
COc1cccc(-c2nn(Cc3ccccc3)cc2CO)c1	20%	11%	-6%	16%	23%	9%	?	3%	26%	3%	13µM*
CC1(C(=O)O)CC(C)(C(=O)O)CC(C)(C(=O)O)C1 (configuration not stated)	3%	0%	-5%	-6%	0%	-17%	3%	8%	-6%	-3%	3%
CCCCC1(CC)C(=O)NC(=O)NC1=Nc1ccc(OC)cc1 (configuration not stated)	2%	1%	-2%	-1%	0%	25%	-14%	·	7%	15%	33%
Cc1[nH]nc2c1C1(CCC(c3ccccc3)CC1)C(C#N)=C(N)O2 (configuration not stated)	-2%	-3%	-5%	2%	9%	-10%	-16%	-13%	3%	5%	-19%
O=C(CSc1ncn[nH]1)NNC(=O)c1ccccc1	0%	-3%	·	·	-1%	·	1%	6%	1%	·	1%
NC(=O)c1cc(S(=O)(=O)N2CCOCC2)ccc1N1CCCC1	-1%	-3%	-1%	18%	-1%	16%	1%	-1%	0%	-1%	1%
COc1ccccc1CNS(=O)(=O)c1cccc2nsnc12	-1%	-6%	?	-1%	-6%	12%	5%	-2%	10%	-9%	-8%
CC(=O)c1c(COC(=O)c2ccc(Cl)cc2)nc2ccccc2[n+]1[O-]	-3%	5%	2%	-3%	3%	-1%	-3%	-1%	-14%	-3%	-23%
COCc1nc2ccccc2n1CCc1ccccc1	0%	-3%	3%	?	-12%	11µM*	4%	-8%	0%	-19%	-4%
CCc1cccc(C)c1NC(=O)CSc1nnc(C)o1	2%	5%	-4%	-9%	5%	-14%	5%	-1%	2%	5%	2%
Cc1ccc(C(=O)N2CCN(C(=O)c3ccccc3)C2c2ccc(N(C)C)cc2)cc1 (configuration not stated)	-4%	-1%	-22%	-20%	-21%	20%	-2%	1%	0%	-7%	-22%
O=C(Nc1ccc(Cl)cc1)C1C2CCC3C(CCC21)C3(Cl)Cl (configuration not stated)	3%	-3%	-1%	?	4%	3%	0%	1%	2%	1%	-16%
